From PubChem
APE1 inh – qHTS Assay for Inhibitors of the Human Apurinic/apyrimidinic Endonuclease 1 (APE1); recombinant APE1, TAMRA/BHQ-2 abasic DNA cleavage fluorescence; Potency, µM (titrated, usually from 65.8 µM), inactives show top-dose activity change, negative = inhibition, actives largely listed as inhibitors; 350,000 compounds, 0.35% hits; AID 2517, 2012;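 also: potency is read from the fitted curve at half-maximal effect; plate controls were vehicle for no effect and reference inhibitor for full effect; nearly all actives have a fitted effect of over 55% in size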
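Measures dequenching upon AP-site incision of a 5'-TAMRA/3'-BHQ-2 THF-containing duplex, 50 nM; human APE1 0.75 nM after 15 min room-temperature exposure to compound; kinetic three-point read at one-minute spacing.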
Pol kappa inh – qHTS for Inhibitors of Polymerase Kappa. DNA polymerase kappa (Homo sapiens), Q9UBT6. purified Pol kappa, fluorescent DNA synthesis assay, 10 min. Potency, µM (series often up to 107 µM), for inactives: at the highest dose activity, negative = inhibition, usual class: inhibitors. 400,000 compounds, 0.53% hits; also: potency is read from the fitted curve at half-maximal effect; % is scaled to controls: 0 for no effect and ±100 for the full control effect
Target sequence (Q9UBT6 whole entry, looked up): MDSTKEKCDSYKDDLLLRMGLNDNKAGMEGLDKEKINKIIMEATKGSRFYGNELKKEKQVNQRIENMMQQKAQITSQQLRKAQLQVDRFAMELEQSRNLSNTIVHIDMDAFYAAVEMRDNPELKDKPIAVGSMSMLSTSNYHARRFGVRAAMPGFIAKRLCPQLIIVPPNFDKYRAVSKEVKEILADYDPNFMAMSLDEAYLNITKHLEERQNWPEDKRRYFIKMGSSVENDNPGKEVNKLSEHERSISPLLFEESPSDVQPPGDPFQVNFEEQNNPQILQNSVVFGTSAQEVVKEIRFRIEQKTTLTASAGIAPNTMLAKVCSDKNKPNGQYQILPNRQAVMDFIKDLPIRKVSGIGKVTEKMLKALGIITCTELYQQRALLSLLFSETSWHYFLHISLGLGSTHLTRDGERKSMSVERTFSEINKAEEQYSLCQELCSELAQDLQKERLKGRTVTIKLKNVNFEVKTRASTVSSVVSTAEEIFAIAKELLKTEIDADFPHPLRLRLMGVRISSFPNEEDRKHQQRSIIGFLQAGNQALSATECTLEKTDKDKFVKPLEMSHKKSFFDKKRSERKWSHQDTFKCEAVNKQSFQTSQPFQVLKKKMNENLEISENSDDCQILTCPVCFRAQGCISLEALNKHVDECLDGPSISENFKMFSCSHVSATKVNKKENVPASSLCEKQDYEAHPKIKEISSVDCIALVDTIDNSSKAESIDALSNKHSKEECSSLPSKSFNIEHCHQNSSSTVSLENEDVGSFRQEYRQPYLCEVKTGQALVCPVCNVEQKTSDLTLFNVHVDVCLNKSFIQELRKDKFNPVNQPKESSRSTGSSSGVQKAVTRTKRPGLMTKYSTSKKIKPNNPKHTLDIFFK
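Inhibition of 10 nM Pol kappa is measured by a fluorescent read-out at 0 and 10 min following addition of 50 nM substrate (final), with a 15-min room-temperature compound preincubation.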
RXFP1 antagonist – qHTS Assay for Antagonists of the Relaxin Receptor RXFP1 | AID 1259400, 2018 | activity change, negative = inhibition, % at 57.5 µM | 350,000 compounds, 0.59% hits | HEK293-RXFP1, relaxin-stimulated cAMP HTRF, 30 min; hits give low values;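 active = activity change of -60% or lower, but not beyond a set lower limit; inconclusive = change between -60% and -40%, or beyond the set limit; inactive = change above -40%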; also: % is scaled to controls: 0 for no effect and ±100 for the full control effect
Tb PGK inh – qHTS Assay to Find Inhibitors of Phosphoglycerate Kinase; Phosphoglycerate kinase, glycosomal (Trypanosoma brucei brucei), P07378; Potency, µM (series often up to 57.5 µM), for the others: at the top dose activity change, negative = inhibition, hits mostly inhibitors; 380,000 compounds, 0.043% hits; PGK/GAPDH coupled, Kinase-Glo luminescence, 60 min; also: potency is read from the fitted curve at half-maximal effect; % is scaled to controls: 0 for no effect and ±100 for the full control effect; nearly all actives have a fitted effect of over 60% in size
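Luminescent ATP detection (Kinase-Glo Plus) follows a 60-minute room-temperature incubation, with wells lacking PGK as controls. Buffer: 100 mM TEA (pH 7.6), 5 mM MgCl2, 0.01% Tween-20. Coupling enzyme GAPDH (100 nM final) supplies unstable 1,3-BPG in-well.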
Apoferritin bind – qHTS Assay for Identification of Novel General Anesthetics; Ferritin light chain (Equus caballus), P02791; apoferritin/1-aminoanthracene competitive binding, fluorescence; Potency, µM (doses to about 77.5 µM), for inactives: top-dose activity change, negative = displacement, hits mostly inhibitors; 350,000 compounds, 0.074% hits; AID 485281, 2010; also: potency is read from the fitted curve at half-maximal effect; % is scaled to controls: 0 for no effect and ±100 for the full control effect; nearly all actives have a fitted effect of over 20% in size
Target sequence (P02791 2-175 limits assumed): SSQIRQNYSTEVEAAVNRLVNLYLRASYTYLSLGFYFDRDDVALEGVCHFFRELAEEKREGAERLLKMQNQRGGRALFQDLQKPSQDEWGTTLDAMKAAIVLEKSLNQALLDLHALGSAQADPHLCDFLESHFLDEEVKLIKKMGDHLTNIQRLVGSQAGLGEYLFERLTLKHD
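Concentration-response curves derived by four-parameter Hill fitting of normalized fluorescence, where compounds displaced 1-AMA from 10 uM horse apoferritin following a brief 10 min room-temperature incubation; propofol titration acted as positive control.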
BLM inh – qHTS Assay for Inhibitors of Bloom's syndrome helicase (BLM). Potency, µM (series often up to 56.1 µM), for inactives: at the highest dose activity change, negative = inhibition, hits mostly inhibitors. RecQ-like DNA helicase BLM (Homo sapiens), P54132. recombinant BLM DNA unwinding, fluorescence dequenching. 350,000 compounds, 0.2% hits;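 also: potency is read from the fitted curve at half-maximal effect; plate controls were vehicle for no effect and no enzyme for full effect; nearly all actives have a fitted effect of over 35% in size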
Pol beta inh – qHTS Assay for Inhibitors of DNA Polymerase Beta | Pol beta primer extension/strand displacement, fluorescence kinetic | Potency, µM (highest dose often 114 µM), without a hit: at the top dose activity change, negative = inhibition, hits mostly inhibitors | 340,000 compounds, 1.3% hits | AID 485314, 2010; also: potency is read from the fitted curve at half-maximal effect; % is scaled to controls: 0 for no effect and ±100 for the full control effect
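Kinetic readout of DNA synthesis with strand displacement by Pol beta. Compound and 10 nM enzyme sit 15 min at room temperature; 50 nM substrate starts the reaction, read immediately and at 10 min.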
POLH inh – qHTS for Inhibitors of Polymerase Eta. DNA polymerase eta (Homo sapiens), Q9Y253. recombinant Pol eta, fluorescent DNA replication assay. Potency, µM (top dose mostly 114 µM), for the others: top-dose activity change, negative = inhibition, hits mostly inhibitors. 390,000 compounds, 1.2% hits. AID 588591, 2011; also: potency is read from the fitted curve at half-maximal effect; % is scaled to controls: 0 for no effect and ±100 for the full control effect
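Pol eta at 10 nM preincubated with compounds 15 min at room temperature; reaction started with fluorescent substrate (50 nM final) and read kinetically at 0 and 10 min.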
POLI inh – qHTS for Inhibitors of Polymerase Iota; DNA polymerase iota (Homo sapiens), Q9UNA4; Pol iota fluorescent replication assay, 10 min; Potency, µM (doses to about 115 µM), inactives show top-dose activity, negative = inhibition, actives largely listed as inhibitors; 390,000 compounds, 1% hits; also: potency is read from the fitted curve at half-maximal effect
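Pol iota at 10 nM preincubated 15 min with compounds at room temperature; reaction started with fluorescent substrate, 50 nM final. Fluorescence read kinetically at 0 and 10 min; buffer-only wells as negative control.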
* marks the source's active call; other numbers are inactive results; i = inactive; ? = inconclusive; . = no result given; & = joins results of further samples; [ ] = dose if it differs, or a comment. Unless noted, calls follow the shape of the dose curve; as a rule, active = well fitted curve in the direction sought with a large enough effect; inconclusive = small, poorly fitted or top-dose-only effect, or another doubt; inactive = no such curve, though single readings can be large; an effect the other way counts as inactive or inconclusive. A portion of the library; rates above refer to the full screens.

SMILES | APE1 inh | Pol kappa inh | RXFP1 antagonist | Tb PGK inh | Apoferritin bind | BLM inh | Pol beta inh | POLH inh | POLI inh
CCOCc1nnc(NC(=O)CCC2CCCCC2)s1 | 8% | 3% | 3 | 5% | -8% | -21% | 11% | -2% | 149%[activator]
CC1=CC2(O)OCCN(CCO)C2=CC1=O (stereo not drawn) | ? | ? | -5 | . | -10% | ? | 25µM* | ? | ?
COc1ccc(-c2n[nH]c3c2cnc2ccc(F)cc23)cc1 | . | 1%[60.1 µM] | -14 | i | 2% | 0% | 7% | -11% | 0%
CC(C)Oc1cccc(C(=O)Nc2ccccc2N2CCOCC2)c1 | -11% | -17% | 3 | -3% | ? | -9% | 3% | -6% | -2%
CC1(C)Cc2c(sc(NC(=O)c3ccc(S(=O)(=O)N4CCCCCC4)cc3)c2C#N)C(C)(C)N1 | -7% | -14% | 1 | 7% | -7% | -9% | 62% | -7% | 14%
COc1ccc(-n2nnnc2SCC(=O)c2ccc(OC)c(OC)c2)cc1 | -1% | 0% | -4 | . | ? | -1% | 13% | -11% | -13%
COc1ccccc1NC(=O)CSc1nnnn1-c1ccc(F)cc1 | 29% | -13% | 5 | -4% | -12% | -8% | -11% | 5% | 131%[activator]
Cc1ccc(N=c2sc(C)c(C)n2C)cc1 | 11% | 0% | -18 | i | -8% | 0% | 18% | -23% | -13%
COc1cccc(-n2nc(C(N)=O)c(O)cc2=O)c1 | -5% | -3% | 15 | -6% | 0% | 0% | -30% | -4% | -11%
CCCCn1c(N)c(N(CCOC)C(=O)c2cc(-c3ccc(C)cc3)nc3ccccc23)c(=O)[nH]c1=O | -9% | -14% | . | 8% | . | . | . | -8% | 17%

Random excerpt: 4 compounds from above
SMILES | APE1 inh | Pol kappa inh | RXFP1 antagonist | Tb PGK inh | Apoferritin bind | BLM inh | Pol beta inh | POLH inh | POLI inh
CC(C)Oc1cccc(C(=O)Nc2ccccc2N2CCOCC2)c1 | -11% | -17% | 3 | -3% | ? | -9% | 3% | -6% | -2%
CC1(C)Cc2c(sc(NC(=O)c3ccc(S(=O)(=O)N4CCCCCC4)cc3)c2C#N)C(C)(C)N1 | -7% | -14% | 1 | 7% | -7% | -9% | 62% | -7% | 14%
COc1ccc(-c2n[nH]c3c2cnc2ccc(F)cc23)cc1 | . | 1%[60.1 µM] | -14 | i | 2% | 0% | 7% | -11% | 0%
COc1ccccc1NC(=O)CSc1nnnn1-c1ccc(F)cc1 | 29% | -13% | 5 | -4% | -12% | -8% | -11% | 5% | 131%[activator]

Part of the list above, with tabs.
SMILES	APE1 inh	Pol kappa inh	RXFP1 antagonist	Tb PGK inh	Apoferritin bind	BLM inh	Pol beta inh	POLH inh	POLI inh
CC1(C)Cc2c(sc(NC(=O)c3ccc(S(=O)(=O)N4CCCCCC4)cc3)c2C#N)C(C)(C)N1	-7%	-14%	1	7%	-7%	-9%	62%	-7%	14%
COc1ccc(-n2nnnc2SCC(=O)c2ccc(OC)c(OC)c2)cc1	-1%	0%	-4	.	?	-1%	13%	-11%	-13%
COc1ccccc1NC(=O)CSc1nnnn1-c1ccc(F)cc1	29%	-13%	5	-4%	-12%	-8%	-11%	5%	131%[activator]
Cc1ccc(N=c2sc(C)c(C)n2C)cc1	11%	0%	-18	i	-8%	0%	18%	-23%	-13%

Other records:
SMILES | APE1 inh | Pol kappa inh | RXFP1 antagonist | Tb PGK inh | Apoferritin bind | BLM inh | Pol beta inh | POLH inh | POLI inh
Cc1[nH]c(C)c(S(=O)(=O)NCc2ccc(F)cc2)c1C(=O)N1CCCC1 | 2% | -7% | 20 | -2% | 12% | -4% | 16% | 2% | -4%
COc1ccc(Cn2c(CO)cnc2SCC(=O)NCc2ccco2)cc1 | . | 2%[60.1 µM] | . | -13% | -13% | -2% | -10% | -2% | 5%
O=C(Nc1nccs1)c1ccc(S(=O)(=O)c2ccccc2)cc1 | -3% | 0% | -4 | -3% | -7% | -8% | ? | -9% | 23%
O=C(NC1CS(=O)(=O)CC1NCc1ccco1)c1ccccc1 (stereo not drawn) | 2% | -5% | 4 | -6% | -6% | 2% | -6% | 12% | 11%
CC1CCN(C(=O)C2COc3ccccc3C2)CC1 (stereo not drawn) | . | -5%[60.1 µM] | -5 | 10% | 4% | 2% | -17% | -14% | -14%
Cc1ccc(C)c(NC(=S)NC(C)C(c2cccs2)N2CCOCC2)c1 (stereo not drawn) | 5% | 2% | 4 | 2% | -15% | -7% | 17% | -18% | 7%
CCN(CC)CCCNC(=O)c1ccc2c3n(nc2c1)-c1ccc(Cl)cc1CO3 | 11% | 1% | . | i | . | . | . | -11% | 74%[activator]
C=CCc1cccc2cc(C(=O)NCc3cccnc3)c(=O)oc12 | 0% | -3% | -8 | i | 3% | 1% | -17% | -16% | ?
O=c1c2c(nc3cc(-c4cccc(Cl)c4)[nH]n13)CCCC2 | 11% | -4% | -7 | -8% | -8% | 1% | 63% | -7% | 62%[activator]
Cc1ccc(S(=O)(=O)NCCN2CCOCC2)c(C)c1C | -4% | 7% | 7 | -9% | -12% | 0% | 10% | -13% | -11%
CC(=O)Nc1ccc(NC(=O)C2CCCN(c3ncccn3)C2)cc1 (stereo not drawn) | 7% | 0% | -1 | -11% | -8% | -1% | 2% | -3% | 42%[activator]
COc1ccc(OC)c(C(=O)CSc2nc3ncccc3[nH]2)c1 | 1% | 1% | -5 | 0% | -12% | 3% | 5% | -13% | -5%
COc1ccc(NC(=O)Nc2ccc3nsnc3c2)cc1 | -2% | -8% | -3 | -5% | -7% | -9% | 21% | -12% | -19%
O=C(OCC(=O)N1CCN(C(=O)c2ccco2)CC1)c1ccc(Cl)c(Cl)c1 | 10% | 0% | 7 | -3% | . | . | . | 2% | 29%
CSc1nc2ccc(NC(=O)c3ccccn3)cc2s1 | 14% | -13% | -4 | -16% | 4% | -1% | 35% | 7% | 35%[activator]
Cc1ccc(C2=[N+]([O-])C3(CCCCC3=O)N(O)C2(C)C)cc1 (stereo not drawn) | 4% | -2% | 2 | -10% | -11% | -1% | 5% | 2% | 5%
Cc1noc(C)c1C(=O)N1CCN(c2cccc(Cl)c2)CC1 | -1% | -12% | -1 | -1% | -5% | -1% | 1% | -9% | 40%[activator]
O=C(CCN=C1NS(=O)(=O)c2ccccc21)OCc1c(F)c(F)c(F)c(F)c1F | -13% | -1% | -1 | 3% | . | . | . | -6% | 20%
Cc1nn2c(-c3cccc(NC(=O)CN4CCOCC4)c3)nnc2c2ccccc12 | . | 1%[60.1 µM] | 8 | -8% | . | . | . | ? | 40µM*
Cc1cccn2c(CNCC3(c4ccccc4)CCCC3)c(C(=O)N3CCOCC3)nc12 | 4% | -23% | ? | 1% | -9% | 1% | 1% | -9% | -6%
CSc1nc2nc(C)cc(-c3ccccc3)n2n1 | 17% | 7% | -14 | i | 0% | 4% | 0% | -6% | -4%
O=C(NCc1ccccc1CN1CCCC1)c1cccc(S(=O)(=O)Nc2ccc(F)cc2)c1 | 0% | -4% | 9 | -5% | . | . | . | 4% | 0%
O=[N+]([O-])c1ccc2nc(-c3ccc(Cl)cc3)[nH]c2c1 | 0% | -22% | -30 | -7% | -2% | -15% | -6% | ? | -13%
O=C(O)COc1ccccc1/C=N/NC(=O)COc1ccc(-c2ccccc2)cc1 | 5% | -1% | -14 | ? | -11% | -11% | ? | 50µM* | -7%
N#CCSc1nnc(C2CCCCC2)n1-c1ccccc1 | 1% | -11% | -10 | 2% | -7% | -2% | 18% | 6% | 5%
COc1ccc(OC)c(CN2CCC(CO)(CCOc3ccccc3)CC2)c1 | 5% | -1% | -6 | -7% | -8% | 0% | 6% | -16% | 12%
Cc1cc(C)cc(C(=O)NC(CC(N)=O)c2ccc(NCCN3CCOCC3)c([N+](=O)[O-])c2)c1 (stereo not drawn) | 23% | 1% | . | 6% | -5% | 1% | 30% | -30% | 21%
COC(=O)/C=C/C(=O)N1CCN(c2cccc(Cl)c2)CC1 | -1% | . | . | . | 0% | 0% | 37% | . | .
Cc1ccc(NC(=O)NC(=O)CN2C(=O)NC3(CCCCCCC3)C2=O)c(C)c1 | 2% | 0%[60.1 µM] | -1 | 4% | ? | -11% | -29% | -11% | ?
CCn1c(CNc2ccc(Cl)cc2)nnc1SCC(=O)NCc1ccccc1 | 3% | 6% | -16 | -1% | -12% | -3% | -12% | -11% | -8%
O=C(O)C1Oc2cc3ccccc3cc2O1 | -39% | -98% | 0 | -17% | 3% | -10% | 7.9µM* | 18µM* | 28µM*
O=[N+]([O-])c1ccc(S(=O)(=O)N2CCN(C3CCN(Cc4ccccc4)CC3)CC2)cc1 | 9% | 4% | 4 | 0% | 3% | 0% | 25% | -28% | 134%[activator]
OC1C=CSc2nc3ccccc3n21 (stereo not drawn) | 32%[activator] | 4% | -1 | -1% | 6% | 1% | 23% | -18% | 11%
Cc1cccc(NC(=O)C(=O)C2C(=O)Nc3ccccc32)c1 (stereo not drawn) | 9% | -15% | -9 | 3% | 0% | 0% | 5% | -6% | 4%
COc1ccc(C)cc1NS(=O)(=O)c1ccc(-c2cnc(C3CC3)o2)cc1 | 41% | 6% | -2 | -2% | -14%&-7% | -1%&-10% | -16%&-10% | 3%&-2% | 15%&0%
COc1ccc(N=Nc2ccc(CO)cc2)cc1 | . | -9% | -3 | -5% | . | . | . | -22% | 1%[58.9 µM]
